Compound activity deposited in PubChem BioAssay by several laboratories.
CYP2C9 activ = activators of human CYP2C9. recombinant CYP2C9, luciferin-H conversion, luminescence; stronger effect = higher value; factor 1 = untreated enzyme, 0 = blocked. activation factor at 5 µM. P11712. hit rate 1.4% among 96,000;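 active means activation factor of 2 or more for CYP2C9 at a 5 µM dose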;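 further: 0 = sulfaphenazole-blocked wells and 1 = vehicle-only wells; values of inactives mirror those of a sister screen read the other way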
CYP2C19 activ = increases human CYP2C19 enzyme activity; 96,000 tested, under 10 active; AID 1025; P33261; recombinant CYP2C19, luciferin-H EGE luminescence; stronger effect = higher value; 0 = fully inhibited enzyme, 1 = untreated enzyme; activation factor at 5 µM;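 active means activation factor of at least 2 at 5 µM in the primary screen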;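 further: 0 = wells with 2.5 mM tranylcypromine and 1 = vehicle-only wells; values of inactives mirror those of a sister screen read the other way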
E coli WT exp = growth inhibitors of E. coli BW25113 wild type. growth inhibition, % at 100 µM. hit rate 0.15% among 98,000. AID 710. OD600 absorbance;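 active means growth inhibition above about 50% at one test dose, limit read from the data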;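 further: growth measured after 20 h incubation at 37 °C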
EphB4 antag = blocks human EphB4 binding to ephrin-B2. EphB4 LBD / TNYL-RAW-Alexa532 peptide, fluorescence polarization. inhibition, % at 7 µM. hit rate 0.15% among 97,000. AID 720. P54760;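 active means inhibition above the screen-wide mean inhibition plus 3 SD, cut at about 15% in these data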;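 further: 0% = DMSO wells and 100% = excess unlabeled TNYL-RAW peptide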
Target sequence (P54760 whole entry, looked up, the tested form may be a part): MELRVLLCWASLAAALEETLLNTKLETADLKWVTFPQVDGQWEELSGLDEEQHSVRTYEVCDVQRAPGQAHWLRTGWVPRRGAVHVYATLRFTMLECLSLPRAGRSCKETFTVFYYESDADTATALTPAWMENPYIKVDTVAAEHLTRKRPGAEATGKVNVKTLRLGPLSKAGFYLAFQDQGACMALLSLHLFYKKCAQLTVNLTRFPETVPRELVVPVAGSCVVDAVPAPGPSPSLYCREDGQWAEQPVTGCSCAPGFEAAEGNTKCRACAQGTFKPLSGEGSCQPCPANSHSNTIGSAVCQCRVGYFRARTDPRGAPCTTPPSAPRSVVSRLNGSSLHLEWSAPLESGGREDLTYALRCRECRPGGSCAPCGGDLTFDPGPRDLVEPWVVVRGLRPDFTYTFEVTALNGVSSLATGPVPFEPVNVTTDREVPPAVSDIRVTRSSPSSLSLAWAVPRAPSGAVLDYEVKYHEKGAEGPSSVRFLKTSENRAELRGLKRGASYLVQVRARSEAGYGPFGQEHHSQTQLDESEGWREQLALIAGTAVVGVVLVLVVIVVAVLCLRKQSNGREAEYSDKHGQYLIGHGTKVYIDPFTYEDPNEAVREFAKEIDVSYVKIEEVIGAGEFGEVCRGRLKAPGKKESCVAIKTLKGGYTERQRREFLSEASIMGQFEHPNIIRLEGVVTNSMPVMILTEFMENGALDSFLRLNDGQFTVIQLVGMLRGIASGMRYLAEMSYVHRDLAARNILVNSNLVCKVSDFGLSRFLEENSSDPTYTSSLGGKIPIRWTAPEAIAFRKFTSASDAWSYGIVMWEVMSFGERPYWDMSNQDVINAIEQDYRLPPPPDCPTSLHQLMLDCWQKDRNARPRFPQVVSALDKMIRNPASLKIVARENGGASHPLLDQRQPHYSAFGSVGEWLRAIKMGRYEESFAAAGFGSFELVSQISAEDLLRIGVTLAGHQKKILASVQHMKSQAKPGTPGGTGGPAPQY
PostGolgi yeast = growth inhibition of a yeast mutant, post-Golgi transport screen; post-Golgi transport phenotypic cell assay; inhibition, % at 10 µM; hit rate 0.9% among 98,000; AID 739; in the data active means inhibition above about 30%;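 further: yeast cells grown in 1536-well plates; yeast grown about 18 h at 30C before absorbance read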
CYP2C9 inh = blocks human cytochrome P450 2C9. P11712. CYP2C9 Supersomes, luciferin-H conversion, luminescence. inhibition, % at 5 µM. hit rate 20% among 96,000. AID 777;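 active means blocking of liver enzyme CYP2C9 beyond about 50% at 5 µM, limit read from the data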; further: values of inactives mirror those of a sister screen read the other way
PLAP activator = activators of human placental alkaline phosphatase | P05187 | purified PLAP enzyme, luminescent substrate read-out; stronger effect = higher value | activation fold at 20 µM | hit rate 1.2% among 96,000 | AID 696; in the data active means activation fold above about 2
CYP2C19 inhib = blocks human cytochrome P450 2C19; P33261; CYP2C19 Supersomes, luciferin-H EGE luminescence, 30 min; inhibition, % at 5 µM; hit rate 21% among 96,000;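 active means CYP2C19 inhibition above a set limit at 5 µM in the primary screen, cut at about 50% in these data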;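 further: plate controls were negative control wells for no effect and 2.5 mM tranylcypromine positive control for full effect; values of inactives mirror those of a sister screen read the other way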
PTK2B oligo ant = Pyk2 (human) oligomerization antagonism; hit rate 0.83% among 99,000; Q293 cells, Pyk2 FERM NanoBiT luminescence; stronger effect = lower value; AID 1347419; Q14289; z-score (the deposit names both 25 µM and 10 µM);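 active means Z-score of -3 or lower, scaled per plate to the spread of control and sample wells; inactive means z-score above -3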;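 further: negative z-score means lost luminescence so less FERM oligomerization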
* = called active by the depositor; / = not tested or not shown.

SMILES	CYP2C9 activ	CYP2C19 activ	E coli WT exp	EphB4 antag	PostGolgi yeast	CYP2C9 inh	PLAP activator	CYP2C19 inhib	PTK2B oligo ant
O=c1[nH]nc(Cc2ccc3ccccc3n2)c2ccccc12	0.9	0.9	4	0	10	14	0.9	8	0.54
Cc1nc2sc(C(c3cccs3)N3CCN(c4ccccc4)CC3)c(O)n2n1 (stereo not drawn)	0.9	0.9	/	/	/	5	1.3	9	/
CCOc1cc(N2CCOCC2)c(OCC)cc1NC(=O)C1CCCC1	1	1.1	3	-1	1	0	1	-9	0.19
COc1ccc(S(=O)(=O)Nc2cccc(SC)c2)cc1OC	/	/	1	-43	-1	/	/	/	-0.85
Cc1ccc(N2C(=O)C3C4CC(=O)C(c5ccccc54)C3C2=O)cc1 (stereo not drawn)	1.2	1.2	2	4	-7	-20	1.2	-15	0.04
Nc1nc(CSc2ccccn2)nc(Nc2ccccc2)n1	0.5	0.4	6	1	21	52*	0.8	55*	0.09
Cc1nc2scc(-c3ccco3)c2c(=O)n1/N=C/N(C)C	0.8	0.4	-4	4	0	20	1.4	65*	1.5
Cc1ccc2nc(-c3cccc(NC(=O)c4ccc5c(c4)OCCO5)c3)oc2c1	0.1	0.4	-11	8	-8	87*	1.4	64*	-1.7
CCC(CC)C(=O)Nc1cccc(C(=O)Nc2ccc(OC)cc2[N+](=O)[O-])c1	0.6	0.5	-8	0	-7	39	0.9	48	0.61
Brc1ccc(-c2cnc3n2CCCC3)cc1	1	0.5	30	3	5	-2	1.3	50*	0.5
N#Cc1ccc(Nc2ccccc2)c(N)c1	0.8	0.7	11	6	-5	23	0.9	33	-3
Cc1ccc(C)c(OCC(=O)N2CCOCC2)c1	1.2	1	3	6	-3	-19	1	-5	1.7
Nc1nc2ccc(N3CCOCC3)cc2s1	0.9	0.9	-4	-7	0	8	0.9	11	-0.67
CC(C)c1ccc(NC(=O)C2C3C=CC4(CN(CCCN5CCOCC5)C(=O)C24)O3)cc1 (stereo not drawn)	1.3	0.9	1	-5	5	-25	1.1	7	-0.51
COc1ccc(C(=O)OCCN2C(=O)c3ccccc3C2=O)cc1	0.3	0.1	-12	7	-5	72*	0.9	93*	-0.37
O=C(CSCc1ccc([N+](=O)[O-])cc1)Nc1cccc(C(=O)Nc2ccccc2C(=O)O)c1	0.1	0.9	4	-3	-6	94*	1.2	14	1.2
Cc1onc(-c2ccccc2Cl)c1C(N)=O	1	0.9	2	6	-15	2	0.9	12	0.59
COc1ccccc1C(=O)Nc1nc2nc(-c3ccccc3)cc(=O)n2[nH]1	0.6	0.9	-6	2	1	42	1.1	7	0.26
Cc1ccc(N2C(=O)CC(N(CCc3ccccc3)C(=S)Nc3ccc(N(C)C)cc3)C2=O)cc1 (stereo not drawn)	0.5	0.9	-11	2	11	46	1.1	12	-1.4
CSc1nc(C)cc(NC(N)=O)n1	1.1	0.9	-9	-4	-4	-11	0.9	7	0.58
CCCOc1ccc(Cl)cc1CN1CCOCC1	1	0.7	5	1	11	4	1.1	33	0.14
O=C(NC1CC1)c1ccc(S(=O)(=O)NC2CCCCCC2)cc1	0.7	0.5	-9	-3	13	35	0.8	54*	0.43
Cc1cc(/C=C(/C#N)c2nc3ccccc3[nH]2)c(C)n1-c1cccc([N+](=O)[O-])c1	0.2	0.6	-19	1	34*	81*	1.5	40	-0.86
N#CC1=C(Nc2ccc(Br)cc2)CCC1	1	0.9	8	-2	5	1	1.1	12	0.73
CCCCC(=O)Nc1cccc(-c2cn3ccsc3n2)c1	0.7	0.9	8	-1	7	34	0.8	15	0.21
Fc1cccc(-c2cc3nc4c(c(N5CCC6(CC5)OCCO6)n3n2)CCCC4)c1	0.3	0.7	-17	/	9	74*	1.5	26	-1.6
Clc1ccc(Cc2noc(Cc3ccccc3)n2)cc1Cl	1.1	0.9	6	-6	-3	-12	0.8	15	0.77
O=C1C(C2=NC(C(=O)O)C3C(=O)N(c4ccc(Cl)cc4)C(=O)C23)=C(O)c2ccccc21 (stereo not drawn)	1.1	1.1	6	2	5	-7	1.5	-14	0.48
Cc1cc2ncn(S(=O)(=O)N3CCOCC3)c2cc1C	0.6	0.7	-1	5	-5	38	1.4	34	-0.29
COc1ccc(S(=O)(=O)N(C)CC(=O)NC2CCCCC2)cc1OC	1.6	0.7	0	-2	3	-61	1	29	0.95
COc1ccc(NC(=O)C23CCC(C)(C(=O)C2)C3(C)C)cc1 (stereo not drawn)	1	0.9	7	1	-7	2	0.8	8	-0.15
[O-]/[N+](=C\c1ccncc1)c1ccccc1	0.8	0.8	-3	-5	6	19	1.1	21	0.7
COc1ccc(C(=O)C(CN2CCCC2)c2ccccc2)cc1 (stereo not drawn)	0.8	0.8	16	3	-4	18	1	17	0.34
Nc1nc(NCc2ccccc2)nc(-c2ccccc2)n1	0.2	0.2	8	-8	15	78*	0.9	80*	-0.88
Cc1conc1NC(c1cccs1)c1ccc2cccnc2c1O (stereo not drawn)	1	1.1	40	-8	-2	1	1.6	-6	/
Cn1c(-c2ccc(Br)o2)nc2cc(Br)ccc21	0.9	0.7	-8	0	1	9	1	26	0.15
O=C(c1ccccc1)c1ccc(OCC(O)CN2CCN(S(=O)(=O)N3CCCCC3)CC2)cc1 (stereo not drawn)	0	0.1	-17	-1	-4	98*	1.7	85*	-0.68
c1ccc(C2=Nc3ccccc3NC(c3ccccc3)C2)cc1 (stereo not drawn)	0.5	0.7	-15	-4	-18	45	1	25	0.19
CCSc1ncc(Cl)c(C(=O)Nc2sc3c(c2C(=O)NCc2cccnc2)CCCC3)n1	0.9	1	-2	4	-5	11	1	4	-0.26
CC1CC(=O)C=C(O)C1C(=O)OC(C)(C)C (stereo not drawn)	0.6	0.9	-10	0	-3	42	0.9	11	1.3
CCOC(=O)c1ccc(N2C(=O)C(C)=C(C)C2=O)cc1	1	1	3	1	-1	2	1	-4	0.89
CCNC(=O)CSc1nc2ccccc2c(=O)n1-c1cc(OC)ccc1OC	0.3	0.5	-5	10	5	73*	1.5	49	0.89
COc1ccccc1OCCn1c(CO)nc2ccccc21	0.8	0.4	1	-2	-15	18	1	56*	1.5
CCOC(=O)c1ccc(NC(=O)CNC(=O)C23CC4CC(CC(C4)C2)C3)cc1	0.9	0.9	6	-2	17	12	1.1	6	-0.16
CCCNc1cc(C)oc(=O)c1C(=O)CCC	2*	0.8	9	-7	-5	-100	0.9	25	0.05
COc1ccc(NC(=O)COC(=O)[C@@H]2CCCN2C(=O)c2cccs2)c(OC)c1	0.4	0.6	-4	5	-3	56*	1.5	42	0.79
Cc1ccc(-c2n[nH]c(=O)c3ccccc23)cc1S(=O)(=O)NCCN1CCOCC1	0.8	1.1	9	5	-5	25	1.8	-6	0.42
COc1cccc(-c2nn(C)c3sc(C(=O)NCc4ccc(C)o4)cc23)c1	0.5	0.8	-16	/	11	54*	1.6	23	-2.3
C/C(=N/NC(=O)c1ccccc1O)c1ccc(N2C(=O)C3CCCCC3C2=O)cc1 (stereo not drawn)	0.8	0.9	-16	10	-5	21	1	6	-0.52
CCOC(=O)CCNC(=O)Nc1ccc2nc(C)n(Cc3ccccc3Cl)c(=O)c2c1	0.1	0.4	-3	-1	5	94*	1.4	55*	-0.35
CCN(CC)Cc1c(C(=O)OC)nnn1-c1nonc1N	1.2	1	0	7	6	-22	0.8	5	2
CC(C)Cn1c(=O)c2ccccc2c2ccccc2c1=O	0.9	0.7	-1	0	3	14	1.1	35	-0.34
Cc1nc2c3c(-c4ccccc4)c(-c4ccccc4)oc3ncn2n1	0.9	1	/	/	/	11	0.9	1	/
COc1ccc(C2=NOC(C(=O)Nc3cccnc3)C2)cc1 (stereo not drawn)	0.8	0.8	9	1	5	16	1	18	1.5
COc1ccccc1NC(=O)NC(=O)N(C(C)C)S(C)(=O)=O	1.1	0.8	5	-1	-7	-8	1	24	0.89
Cc1cc(N2C(=O)C(=O)/C(=C(/O)c3ccccc3)C2c2cccs2)no1 (stereo not drawn)	0.3	1	3	-12	8	71*	0.9	0	0.26
Clc1ccc2oc(-c3cccnc3NCc3ccccc3)nc2c1	0.8	1.1	-15	3	16	21	0.9	-13	-0.35
CCOc1ccc(CSC(=N)N)cc1[N+](=O)[O-]	0.8	0.9	14	1	3	17	1.8	9	3.1
Cc1ccccc1NC(=O)CN1C(=O)COc2ccc(Cl)cc21	0.4	0	-2	0	-9	55*	1	97*	/
O=C1Nc2ccc(F)cc2C12Nc1ccccc1-c1nnc(SCc3ccccc3)nc1O2 (stereo not drawn)	1	1	1	3	1	-3	1.1	2	-0.24

Some of the entries so far, bar-delimited.
Compound | CYP2C9 activ | CYP2C19 activ | E coli WT exp | EphB4 antag | PostGolgi yeast | CYP2C9 inh | PLAP activator | CYP2C19 inhib | PTK2B oligo ant
Cc1ccc(N2C(=O)C3C4CC(=O)C(c5ccccc54)C3C2=O)cc1 (stereo not drawn) | 1.2 | 1.2 | 2 | 4 | -7 | -20 | 1.2 | -15 | 0.04
Nc1nc(CSc2ccccn2)nc(Nc2ccccc2)n1 | 0.5 | 0.4 | 6 | 1 | 21 | 52* | 0.8 | 55* | 0.09
Cc1nc2scc(-c3ccco3)c2c(=O)n1/N=C/N(C)C | 0.8 | 0.4 | -4 | 4 | 0 | 20 | 1.4 | 65* | 1.5
Cc1ccc2nc(-c3cccc(NC(=O)c4ccc5c(c4)OCCO5)c3)oc2c1 | 0.1 | 0.4 | -11 | 8 | -8 | 87* | 1.4 | 64* | -1.7
CCC(CC)C(=O)Nc1cccc(C(=O)Nc2ccc(OC)cc2[N+](=O)[O-])c1 | 0.6 | 0.5 | -8 | 0 | -7 | 39 | 0.9 | 48 | 0.61
Brc1ccc(-c2cnc3n2CCCC3)cc1 | 1 | 0.5 | 30 | 3 | 5 | -2 | 1.3 | 50* | 0.5
N#Cc1ccc(Nc2ccccc2)c(N)c1 | 0.8 | 0.7 | 11 | 6 | -5 | 23 | 0.9 | 33 | -3
Cc1ccc(C)c(OCC(=O)N2CCOCC2)c1 | 1.2 | 1 | 3 | 6 | -3 | -19 | 1 | -5 | 1.7
Nc1nc2ccc(N3CCOCC3)cc2s1 | 0.9 | 0.9 | -4 | -7 | 0 | 8 | 0.9 | 11 | -0.67
CC(C)c1ccc(NC(=O)C2C3C=CC4(CN(CCCN5CCOCC5)C(=O)C24)O3)cc1 (stereo not drawn) | 1.3 | 0.9 | 1 | -5 | 5 | -25 | 1.1 | 7 | -0.51

Further results.
SMILES	CYP2C9 activ	CYP2C19 activ	E coli WT exp	EphB4 antag	PostGolgi yeast	CYP2C9 inh	PLAP activator	CYP2C19 inhib	PTK2B oligo ant
CCN(CCCNC(=O)C1CCC(=O)N1C1CCCC1)c1cccc(C)c1 (stereo not drawn)	0.9	0.8	5	-4	10	9	1.3	17	0.3
O=C(CC(c1ccccc1O)N1CCCCC1)N1CCCCC1 (stereo not drawn)	1	1	0	4	1	1	1.1	1	1.8
COc1ccc(N2C(=O)C3CCCN3C2=O)cc1 (stereo not drawn)	1.2	1.1	1	4	-1	-25	0.8	-11	0.24
CCCC(=O)Nc1ccc(N2CCN(C(=O)c3ccccc3C)CC2)cc1	0.8	0.9	5	1	-2	25	1.2	8	-1.2
Cc1noc(C(=O)Nc2c(C)nn(Cc3ccccc3)c2C)c1Cl	0.9	0.9	5	-10	-4	11	0.9	14	/
COc1cc(-c2c(C#N)c(=O)[nH]c3c2c(C)nn3-c2ccccc2)ccc1O	0.7	0.9	-1	-4	1	27	0.9	5	-3.3*
Cc1cccc(-c2cc(C(=O)Nc3ccc4c(c3)OCCO4)c3ccccc3n2)c1	0.4	0.8	-17	-1	0	60*	1.2	23	-1.9

The order is random. Share with any hit: about 31%.
